mHTT CaM bind: mutant huntingtin-calmodulin interaction inhibitors – biochemical, AlphaScreen, primary screen. P42858. AlphaScreen His-mHTT/GST-CaM binding, luminescence. inhibition, % at 15 µM. hit rate 3.6% among 190,000. AID 1671202, 2021;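 also: 0% = both proteins with DMSO and 100% = one protein alone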
Pf apPOL inh: Pf-apPOL inhibitors, biochemical, fluorescence; Plasmodium falciparum apicoplast DNA polymerase (apPOL); Recombinant Pf-apPOL, molecular beacon fluorescence, 1.5 h; inhibition, % at 10 µM; hit rate 0.25% among 210,000
* marks the source's active call; other numbers are inactive results; i = inactive; / = not tested or not shown. Rule as the data show it: active = inhibition above about 50%; inactive = the rest.

Molecule	mHTT CaM bind	Pf apPOL inh
COc1cnn(C2CCCCC2)c(=O)c1Cl	-3.3	-13.9
CCC1CN2C=NC(N3CCN(C(=O)COc4ccccc4)CC3)=CC2=N1 (stereo not given)	5.7	-5.0
O=[N+]([O-])C(=C1SCCS1)C(Sc1ccccc1)=C(Cl)Cl	40.0	-13.0
Cc1[nH]nc(SCC(=O)N2CCc3ccccc3C2)c1[N+](=O)[O-]	2.0	-6.0
CC12CCC(=O)N1C(C(=O)O)CS2 (stereo not given)	-5.7	/
O=S1(=O)CC2c3ccccc3CN2CN1CCc1ccccc1 (stereo not given)	4.2	-3.6
CCOc1cc(C2C3=C(CC(C)(C)CC3=O)Nc3ccccc3N2C(=O)C(F)(F)F)ccc1O (stereo not given)	17.0	-4.4
COc1ccccc1CN1CC(C(=O)NC(C)(C)C)CC1=O (stereo not given)	-0.5	-4.4
CCCCOc1ccc(/C=c2\sc3nc(-c4ccncc4)nn3c2=O)cc1OCC	1.0	8.9
c1cnn(-c2ccc(-c3noc(C4CCC4)n3)cn2)c1	-26.4	-4.5
CSc1cccc(NC(=O)N2CCc3nc[nH]c3C2)c1	-2.2	0.5
CCCn1c(C2CCN(C(=O)Nc3cccc(C)c3)CC2)cc(=O)n2nccc12	-0.2	-1.8
Cc1ccc(CNC(=O)c2cc3n(n2)CCCN(Cc2ccc(F)cc2)C3=O)o1	0.5	8.0
CCc1ccc(OCC(=O)Nc2cc(C)ccc2OC)cc1	-83.9	5.0
CNc1nc(-c2ccccc2)cc(-c2ccccc2)n1	-75.4	-3.2
COc1ccccc1CNC(=O)CC(NS(=O)(=O)c1ccc(Cl)cc1)c1ccco1 (stereo not given)	0.0	-0.9
COCCC1CCN(C(=O)CN(C)C(=O)c2cccc3[nH]ccc23)CC1	-0.7	1.2
COc1cccc(C(=O)NCCSc2c(C)[nH]c3ccccc23)c1	12.0	-2.2
COc1ccccc1CNS(=O)(=O)c1cc(C(=O)Nc2ccc(C)c(F)c2)ccc1F	4.0	-1.2
O=C(CCS(=O)(=O)c1ccc(Br)s1)Nc1ccc(Br)cc1	-16.0	-8.6
COc1ccc(OC)c(NC(=O)C2CCCN(c3nnc4ccc(Cl)cn34)C2)c1 (stereo not given)	8.2	-4.1
CCc1ccc(C(C)NC(=O)C2CCN(c3nnc(-c4ccc(OC)cc4)o3)CC2)cc1 (stereo not given)	13.3	4.4
O=C(c1ccc(S(=O)(=O)N2CCCCC2)cc1)N1CCCC1	-4.8	-8.6
Cc1nn(-c2ccccc2)c(Cl)c1/C=c1\sc2nc3ccccc3n2c1=O	9.0	1.4
COc1ccc(CN2CCC(C(=O)N3CCN(Cc4ccccc4)CC3)CC2)cc1OC	11.2	-0.6
O=C(c1ccc(Cn2cncn2)cc1)N1CCN(c2cccc(Cl)c2)CC1	25.6	-2.0
COc1cc(OC)c(NC(=O)CN2N=NC3C(=O)N(c4ccc(Cl)cc4)C(=O)C32)cc1Cl (stereo not given)	46.0	2.0
COc1ccc(C(=O)Nc2ccc(-n3nncc3-c3ccc(Br)cc3)cc2)cc1	1.0	0.3
COc1cccc(NC(=O)c2cc3ccccc3o2)c1	-18.6	-1.8
O=C(NCCc1c[nH]c2ccccc12)c1cc2n(n1)C(C(F)(F)F)CC(c1ccco1)N2 (stereo not given)	61.5*	-2.4
Cc1ccc(C(=O)N2CCC(c3nc(-c4cccnc4)n[nH]3)CC2)s1	6.1	1.4
COc1ccc(Oc2coc3cc(OCC(=O)c4ccc(OC)cc4)ccc3c2=O)cc1	3.9	-6.5
O=C(NCCN1CCCCC1)c1cc2n(n1)CCCN(Cc1ccc(F)cc1)C2=O	-1.5	5.7
NC(=O)c1cc([N+](=O)[O-])ccc1NCc1cccnc1	6.3	-5.0
Cc1nn2c(=O)/c(=C/c3cccc([N+](=O)[O-])c3)sc2nc1=O	2.0	1.0
CC(=O)N1c2c(cc(Br)cc2S(=O)(=O)Nc2ccccc2C)CC1C (stereo not given)	-2.0	-1.3
COc1ccc(-c2c(C)nc3ccc(Cl)cc3c2-c2ccccc2)cc1OC	/	-9.4
CSC1=N/C(=C\c2ccc(C(=O)O)cc2)C(=O)S1	2.0	-0.7
COc1ccc(CCNc2ccc(N3C(=O)CC(C)C3=O)cc2[N+](=O)[O-])cc1OC (stereo not given)	49.0	-19.3
O=C(/C=C/c1ccc2c(c1)OCO2)Nc1c2c(nn1-c1ccc(Cl)cc1)CSC2	25.0	-5.8
CC(=O)c1cccc(NS(=O)(=O)c2ccc(C)cc2)c1	-4.5	-3.4
COc1ccccc1C(=O)Nc1c2c(nn1-c1ccccc1C)CSC2	7.0	6.6
Oc1ccc(N=Cc2ccc(Br)cc2)cc1	64.0*	-8.5
Cc1ncc(CO)c2cc(C(=O)Nc3cccc(C(F)(F)F)c3)c(=Nc3ccc(C#N)cc3)oc12	4.0	-6.0
COc1ccc(Cl)cc1N=CC1=C(O)CC(c2ccccc2)CC1=O (stereo not given)	0.0	6.1
Cc1cc(NC(=O)c2cccc([N+](=O)[O-])c2)no1	-6.1	-3.0
CC1=C(C(=O)N2CCCCC2)C(c2ccc(Br)cc2)n2c(nc3ccccc32)N1 (stereo not given)	12.0	5.1
CC(=O)N(Cc1ccccc1)c1ccc(C(=O)O)cc1	0.3	20.9
COc1cc(CC(=O)O)c([N+](=O)[O-])cc1OC	-7.9	-5.6
Cc1ccc(NC(=O)C(=O)N2CCCC2)cc1Cl	1.5	-1.7
CSc1ccc(/C=C2\N=C(c3ccc(C)cc3)OC2=O)cc1	0.0	-0.8
COCc1noc(C2CCCCN2CCOc2ccc(F)cc2)n1 (stereo not given)	-5.1	-8.5
CCOC(=O)c1c(SCC(=O)NCC2CCCO2)nc(=O)[nH]c1C (stereo not given)	-6.3	-1.6
S=C(Nc1ccccc1)Nc1ccc(C2CC2(Cl)Cl)cc1 (stereo not given)	/	4.4
COc1ccc(CC(=O)N2CCCC2c2nc(-c3ccccc3C)no2)cc1Cl (stereo not given)	-6.8	-5.2
C=CCn1c(CC)nc2ccccc21	-1.1	1.1
CC(=O)Nc1ccc(NC(=O)c2sc3nc(-c4ccccc4)cn3c2C)cc1	-5.0	-3.7
Cc1cccc(CN2CCCn3nc(C(=O)NCCc4ccc(Cl)cc4)cc3C2=O)c1	-3.2	-3.0
COc1ccc(CN2CCCC2c2cc(C(C)C)no2)cc1OC (stereo not given)	-0.2	-0.8
O=C(CC1CCN(C(=O)c2ccccc2)CC1)NCc1ccc2c(c1)OCO2	-6.9	-3.7

Carrying on:
Molecule	mHTT CaM bind	Pf apPOL inh
CCC(=O)N1CCCC(COc2ccc(C(=O)N3CCOCC3)cc2)C1 (stereo not given)	3.6	-1.4
CC(=O)SC1CC(=O)N(c2ccc(F)c(F)c2F)C1=O (stereo not given)	/	-2.1
COc1ccccc1CNC(=O)CCC1CCCN(C(=O)Nc2ccc(F)cc2)C1 (stereo not given)	19.1	-8.6
Cc1nc2sc(-c3ccon3)c(N)c2c(C)c1Cl	-4.2	/
COc1nc(C)nc(NC(=O)NC(=O)c2c(Cl)nc(C)c([N+](=O)[O-])c2C)n1	4.0	-7.5
O=C(NC1CC2CCC1C2)c1ccccc1Cl (stereo not given)	2.5	-6.4
OCCNc1ncnc2scc(-c3ccccc3)c12	-1.3	-4.3
Cc1ccccc1-n1c(=O)c2c3c(sc2n2cnnc12)CCCC3	3.0	0.3
CC(NC(=O)c1cncc(-c2ccc(F)cc2)c1)c1ccccc1 (stereo not given)	26.6	-6.3
O=c1c2c(nc(SCc3ccc(Br)cc3)n1-c1ccccc1)CCS2	5.0	-8.8
COc1ccc(Cl)cc1C(=O)N1CCN(C(=O)C2CC2c2ccccc2)CC1 (stereo not given)	8.6	-2.4
Cc1ccc(-c2cc(=O)n3c4ccccc4n(CC(=O)NC4CCCC4)c3n2)cc1	-8.5	-1.8

Gathered by group: those above containing a CF3 group.
Molecule	mHTT CaM bind	Pf apPOL inh
CCOc1cc(C2C3=C(CC(C)(C)CC3=O)Nc3ccccc3N2C(=O)C(F)(F)F)ccc1O (stereo not given)	17.0	-4.4
O=C(NCCc1c[nH]c2ccccc12)c1cc2n(n1)C(C(F)(F)F)CC(c1ccco1)N2 (stereo not given)	61.5*	-2.4
Cc1ncc(CO)c2cc(C(=O)Nc3cccc(C(F)(F)F)c3)c(=Nc3ccc(C#N)cc3)oc12	4.0	-6.0

Next entries follow:
Molecule	mHTT CaM bind	Pf apPOL inh
O=C(NCc1ccccc1Cl)C1CC(=O)N(CCc2ccccc2)C1 (stereo not given)	-2.5	1.3
COc1ccc(C(=O)NCCCCc2ccccc2)cc1OC	-5.0	1.2
Cc1ccc(N2C(=O)CC(Sc3ncn[nH]3)C2=O)c(Cl)c1 (stereo not given)	1.0	2.5
CC(C)N1Cc2cc(C(=O)NCc3cc(F)cc(F)c3)sc2C1	-10.8	-0.7
O=C(C1CC1)N1CCc2sc(S(=O)(=O)Nc3ccc(Cl)cc3)cc2C1	1.5	-5.6
Cc1cc(C)c2c(n1)sc1c(O)cc(=O)[nH]c12	2.1	-8.0
CCOCC(=O)N1CCc2c(c(-c3nc(C)no3)nn2C)C1	3.1	-1.0
N#C/C(=C\c1ccc(-c2cc(Cl)cc(Cl)c2)o1)c1nn(CCO)c(N)c1C#N	57.7*	-4.7
O=C(NCc1cccc(Cl)c1)C1CCN(c2cnc3nccnc3c2)CC1	-0.7	1.9
CCC(CC)C(=O)Nc1c2c(nn1-c1cccc(C)c1C)CS(=O)C2 (stereo not given)	1.0	11.4
CCC(C)n1c(=N)c(S(=O)(=O)c2ccc(Cl)cc2)cc2c(=O)n3cccc(C)c3nc21 (stereo not given)	3.0	-2.3
COc1ccc2oc(=O)c(-c3csc(-c4ccc([N+](=O)[O-])cc4)n3)cc2c1	-5.0	-5.8
COc1cc2c(cc1OC)CN(Cc1cc([N+](=O)[O-])ccc1O)CC2	6.1	-2.7
Cc1nn2c(=O)/c(=C/c3cccc(Br)c3)sc2nc1=O	2.0	0.8
Cc1cccc(Nc2nccc(C3CCCN(C(=O)C4CC4)C3)n2)c1 (stereo not given)	43.9	-5.1
CCOC(=O)NC(=O)C(=CNCc1cccs1)C(=O)OCC	/	-2.8
CCOC(=O)C(=CNc1cccc(C)n1)C(=O)OCC	/	-1.4
O=C(c1ccc(O)cc1)N1N=C(c2ccccc2)CC1(O)C(F)(F)F (stereo not given)	28.0	-2.7
Cc1nc2ccc(NC(=O)NCc3ccco3)cc2nc1C	8.6	2.8
Cc1ccc(-c2nc(-c3ccc4nnc(C)n4c3)no2)cc1C	6.2	-5.2
O=C(NCc1ccco1)c1cccnc1SCc1ccccc1Cl	0.0	-33.1
CN1NC(c2cccnc2)C2C(=O)N(Cc3ccccc3)C(=O)C21 (stereo not given)	1.1	-10.9
COc1ccc2c(c1)CNC2CS(=O)(=O)NCc1ccccc1 (stereo not given)	-1.1	-23.2
N#Cc1c(N)nc2sc(C(=O)c3ccc(Cl)cc3)c(N)c2c1-c1ccco1	9.0	5.1
O=C(CCS(=O)(=O)Cc1ccccc1Cl)NC1CC1	-2.0	-19.4
CCNC(=O)c1cc2sc(Cl)cc2n1C	2.6	-5.5
C=CCN1C(=O)C2(C(C#N)=C(N)OC3=C2C(=O)CCC3)c2ccccc21 (stereo not given)	-2.0	-4.4
COc1ccc(NC(=O)Cn2c(-c3cncs3)nc3ccccc32)cc1	7.0	-9.0
O=C(CSc1nnc(NC(=O)NC2CCCCC2)s1)Nc1nccs1	2.7	-4.8
Cc1ccc(-c2ccc(=O)n(CC(=O)NCC3CCCO3)n2)c(C)c1 (stereo not given)	1.5	-10.2
COc1cccc(CCC(=O)NC2(c3nc(C)no3)CCCCC2)c1	-4.8	-1.4
Cc1ncc(CO)c2cc(C(=O)Nc3ccccc3)c(=Nc3cccc(Cl)c3)oc12	4.0	-4.0
CN(c1c[nH]c(=O)[nH]c1=O)C1CCCCC1	-5.1	/
COc1ccc2cc(-c3ccon3)ccc2c1	/	-2.5
Cc1cccc(N2CCN(C(=O)c3ccc(N4CCNC(c5ccccc5)C4)nc3)CC2)c1 (stereo not given)	64.8*	-4.2
CN(C)c1cc(C(N)=O)c2cccc(Cl)c2n1	4.8	7.9

Entries of single compounds as entered above. Order of screens: mHTT CaM bind	Pf apPOL inh
O=C(CSc1nnc(NC(=O)NC2CCCCC2)s1)Nc1nccs1 reads 2.7	-4.8
COc1ccc(NC(=O)Cn2c(-c3cncs3)nc3ccccc32)cc1 reads 7.0	-9.0

Next section.
Molecule	mHTT CaM bind	Pf apPOL inh
COC(=O)C(NC(=O)C(F)(F)F)(c1cccn1C)C(F)(F)F (stereo not given)	0.5	/
CCC(NS(=O)(=O)c1cc(C)ccc1OC)C12CC3CC(CC(C3)C1)C2 (stereo not given)	-1.0	3.9
CSc1sc(C)cc1/C=N/O	i	/
Cc1cc(C)c(OCC(O)Cn2c(C)nc3ccccc32)c(C)c1 (stereo not given)	-6.3	-3.9
Cc1cccc(C)c1NC(=O)c1cc2c(=O)n(CC(C)C)ccc2n1C	-2.2	-2.5
C#CCOc1ccc(C2C(C#N)=C(N)Oc3cc(O)ccc32)cc1OC (stereo not given)	10.0	-1.1
COc1ccc(OCc2noc(CNC(=O)CCC(=O)c3ccccc3)n2)cc1	-6.3	-6.3
CC(=O)N1CCCC(COc2ccc(C(=O)NC(C)C)cc2)C1 (stereo not given)	-3.7	-3.5
COc1ccc(C(=C(Cl)Cl)c2ccc(OC)cc2)cc1	-117.0	2.6
CC1Oc2ccccc2C=C1C=C1Oc2cc(OC(=O)c3ccco3)ccc2C1=O (stereo not given)	34.2	-23.4
CC1(C(=O)NCc2ccc(F)cc2)CCCN(C(=O)Nc2ccc(Br)cc2)C1 (stereo not given)	-6.9	-5.7

Screening data as filed in PubChem.

Only part of the results is shown; the hit share may differ from the screen's.
